# Bioassay records deposited in PubChem BioAssay by The Scripps Research Institute Molecular Screening Center.
# ASK1 inh = inhibitors of human ASK1 kinase; inhibition, % at 7.44 µM; Q99683; AlphaScreen MKK6 phosphorylation by ASK1, luminescence; 22,000 compounds, 0.99% hits; AID 1159602; in the data active means inhibition above about 35%;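 further: 0% = median of compound wells and 100% = no enzyme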
# ULK1 primary = blocks human autophagy kinase ULK1. O75385. AlphaScreen Atg13 phosphorylation by ULK1, luminescence. inhibition, % at 5.96 µM. 30,000 compounds, 1.9% hits. AID 1259251; in the data active means inhibition above about 43%;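 further: 0% = median of compound wells and 100% = no enzyme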
# Target sequence (O75385 whole entry, looked up): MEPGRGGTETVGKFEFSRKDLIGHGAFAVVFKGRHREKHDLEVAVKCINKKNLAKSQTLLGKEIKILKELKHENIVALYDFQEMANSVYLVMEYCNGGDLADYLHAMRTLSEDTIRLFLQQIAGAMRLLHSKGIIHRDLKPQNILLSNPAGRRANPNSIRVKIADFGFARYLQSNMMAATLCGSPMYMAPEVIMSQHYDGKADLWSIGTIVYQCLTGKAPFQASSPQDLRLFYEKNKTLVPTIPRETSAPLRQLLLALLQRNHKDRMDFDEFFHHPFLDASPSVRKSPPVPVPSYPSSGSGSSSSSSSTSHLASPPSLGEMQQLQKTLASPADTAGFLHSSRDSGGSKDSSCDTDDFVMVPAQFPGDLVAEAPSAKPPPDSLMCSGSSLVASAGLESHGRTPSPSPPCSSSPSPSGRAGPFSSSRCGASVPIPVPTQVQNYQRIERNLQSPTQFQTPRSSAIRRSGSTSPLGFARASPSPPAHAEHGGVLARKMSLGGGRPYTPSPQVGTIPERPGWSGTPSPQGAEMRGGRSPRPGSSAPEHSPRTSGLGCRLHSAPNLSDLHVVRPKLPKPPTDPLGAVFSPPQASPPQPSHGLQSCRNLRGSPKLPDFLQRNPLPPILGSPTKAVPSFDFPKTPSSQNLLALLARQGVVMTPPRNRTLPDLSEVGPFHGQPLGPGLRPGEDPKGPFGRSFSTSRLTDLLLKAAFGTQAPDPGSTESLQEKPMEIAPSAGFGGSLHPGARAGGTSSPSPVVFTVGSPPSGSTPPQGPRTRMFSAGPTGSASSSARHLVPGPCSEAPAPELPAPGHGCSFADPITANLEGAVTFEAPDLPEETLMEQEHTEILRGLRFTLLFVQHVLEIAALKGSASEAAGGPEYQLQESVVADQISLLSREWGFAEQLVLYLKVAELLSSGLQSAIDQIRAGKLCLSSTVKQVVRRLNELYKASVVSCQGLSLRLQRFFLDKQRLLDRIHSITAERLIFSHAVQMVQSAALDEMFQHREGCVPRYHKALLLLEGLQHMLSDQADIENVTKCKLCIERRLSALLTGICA
# The depositor's hits bear a star; . = no result given. Compounds were not picked by outcome. Share with any hit: about 2.3%.
ASK1 inh	ULK1 primary	molecule
8	-4	COc1cc2nc(-c3c(C)noc3C)nc(Nc3ccc(N4CCOCC4)cc3)c2cc1OC
.	-3	Fc1ccc(-c2cc(N3CCC4(CC3)OCCO4)nc(-c3ccncc3)n2)cc1
-7	3	CC(C)N(CCNc1nc(Nc2ccc(-n3ccnc3)cc2)nc2nc[nH]c12)C(C)C
57*	-1	COc1cc2nc(Nc3ccc(N4CCOCC4)cc3)nc(NCCOc3ccccc3)c2cc1OC
-17	9	O=C(NCCOc1ccccc1)c1cnc(-c2ccc(N3CCOCC3)nc2)s1
-17	8	Cn1nccc1Nc1cccc(C(=O)NCCc2ccc(O)cc2)n1
.	8	CCCCCCC1=NN(C(=O)C2CC2)C(O)(C(F)(F)F)C1 (stereo unspecified)
7	-2	NC(=O)c1ccccc1Nc1cc(NC(=O)Cc2ccc3c(c2)OCO3)ncc1Cl
14	2	O=C(Nc1ccc(-c2cn[nH]c2)cc1)N1CCc2ccccc2C1
-10	1	Nc1nc(Nc2nccc3ccccc23)nc2c1ncn2Cc1ccc(C(F)(F)F)cc1
.	-7	COCCNC(=O)c1c(NC(=O)c2ccco2)sc2c1CCCC2
-8	11	CCCNc1nc(NCc2ccc3c(c2)OCO3)ncc1C
.	2	CC(C)(C)C(=O)N(C1CC1)C1CCN(CCc2ccccc2)CC1
4	21	COc1cccc(Nc2nccc(-c3ccc4c(=O)n(C5CC5)c(C)nc4c3)n2)c1
-2	4	O=C(NCc1ccccc1)c1ccc(-c2ccccc2)s1
0	-22	COc1nc(Nc2ccc(NC(C)=O)cc2)nc(-c2csc3ccccc23)n1
13	16	NC(=O)c1ccc(-c2nc3ccc(C(=O)NCc4nc5ccccc5[nH]4)cc3s2)cc1
-11	-3	O=C(NCc1nc2ccccc2[nH]1)c1ccc2nc(NCCCN3CCCC3=O)sc2c1
-10	8	Cc1cnc(N2CCC(N3CCOCC3)CC2)nc1Nc1ccccc1
.	22	CCOc1ccc(CC2=NCCc3cc(OCC)c(OCC)cc32)cc1OCC

# In the list so far, these contain an NH in an aromatic ring.
ASK1 inh	ULK1 primary	molecule
-7	3	CC(C)N(CCNc1nc(Nc2ccc(-n3ccnc3)cc2)nc2nc[nH]c12)C(C)C
14	2	O=C(Nc1ccc(-c2cn[nH]c2)cc1)N1CCc2ccccc2C1
13	16	NC(=O)c1ccc(-c2nc3ccc(C(=O)NCc4nc5ccccc5[nH]4)cc3s2)cc1
-11	-3	O=C(NCc1nc2ccccc2[nH]1)c1ccc2nc(NCCCN3CCCC3=O)sc2c1

# (list continues)
ASK1 inh	ULK1 primary	molecule
22	-23	c1ccc(Nc2cccc(-c3ccnc(Nc4ccc(Cc5ncn[nH]5)cc4)n3)c2)cc1
.	2	Fc1ccccc1-c1cc(N2CCN(c3ccccn3)CC2)nc(-c2cccnc2)n1
-6	-12	COc1cc(Nc2cccc(C(=O)NCCN3CCOCC3)c2)cc(OC)c1OC
0	-6	Cc1cc(NCCOc2ccccc2)nc(N2CCN(Cc3ccc4c(c3)OCO4)CC2)n1
.	5	O=C(O)c1ccc(OCCn2ccnc2)cc1
.	-6	Cc1nc2ncccc2c(=O)n1-c1ccc(NC(=O)c2ccccc2Br)cc1
-16	-9	O=C(NCc1cccc(C(F)(F)F)c1)c1cnc(N2CCN(c3ccccn3)CC2)s1
23	-5	COc1ccc(CCNc2nc(NC3CCN(Cc4ccccc4)CC3)nc3c2ncn3Cc2ccc(C(F)(F)F)cc2)cc1
-6	8	Cc1noc(C)c1-c1nc(Nc2ccccc2)c2ncn(C3CCCCC3)c2n1
-3	-10	FC(F)(F)c1cccc(CNc2nc(Nc3ccncc3)nc3c2ncn3C2CCCCC2)c1

# Reprinted from the part before: 3 entries, then new ones.
ASK1 inh	ULK1 primary	molecule
23	-5	COc1ccc(CCNc2nc(NC3CCN(Cc4ccccc4)CC3)nc3c2ncn3Cc2ccc(C(F)(F)F)cc2)cc1
-6	8	Cc1noc(C)c1-c1nc(Nc2ccccc2)c2ncn(C3CCCCC3)c2n1
-3	-10	FC(F)(F)c1cccc(CNc2nc(Nc3ccncc3)nc3c2ncn3C2CCCCC2)c1
8	-4	CCN(CC)C(=O)C1CCCN(c2cc(NCCCN3CCCC3=O)ncn2)C1 (stereo unspecified)
14	20	O=C(Nc1ccc2c(c1)OCO2)c1ccnc(Nc2ccncn2)c1
.	6	CCn1c(SCC(=O)OC)nnc1-c1ccco1
.	-3	O=C1O[C@@H](CO)[C@H](O)[C@@H](O)[C@@H]1O
-1	0	c1ccc(OCCNc2cc(Nc3cnccn3)ncn2)cc1
-10	-11	O=C(NC1CC1)c1ccc(-c2nc(NC3CCN(Cc4ccccc4)CC3)c3ncn(Cc4ccc(C(F)(F)F)cc4)c3n2)cc1
.	3	O=C(NCc1ccco1)c1cccs1
-8	-1	CC(C)N(CCNC(=O)c1ccc2nc(N3CCC(N4CCOCC4)CC3)sc2c1)C(C)C
.	10	CN=C(NC#N)NCCSCc1csc(N=C(N)N)n1
.	-5	CCCC(CCC)C(N)=O
-18	-12	COc1ccc(CCNc2cc(-c3csc4ccccc34)ncn2)cc1
.	2	Cc1nn(-c2ccc(Br)cc2)c2c1C(c1cccs1)C(C#N)=C(N)O2 (stereo unspecified)
.	19	COC(CNc1cc(-c2ccncc2)nc(-c2ccncc2)n1)OC
-4	21	CCCNC(=O)c1ccnc(-c2ccc(C(=O)NC3CC3)cc2)c1
2	13	CCN(CC)C(=O)C1CCCN(c2nc3ncnc(NCCN4CCOCC4)c3[nH]2)C1 (stereo unspecified)
.	0	O=S1(=O)CC(N2CCOCC2)C(N2CCOCC2)C1 (stereo unspecified)
7	-18	Cc1cnc(N2CCCC2CO)nc1NCc1cccnc1 (stereo unspecified)
14	34	CC(=O)Nc1ccc(Nc2nc(N3CCc4ccccc4C3)nc3c2ncn3C(C)C)cc1
.	1	C/C(CC(=O)Nc1cccc(Cl)c1C)=N\NC(=O)Cc1csc(N)n1
-23	-5	O=C(NCc1ccc(Br)cc1)N[C@H]1CCN(C(=O)c2ccc3[nH]ncc3c2)C1
.	4	c1ccc(-c2nc(NCCCN3CCOCC3)cc(-c3cccnc3)n2)nc1
0	2	COc1cc(Nc2nc3c(NC4CC4)ncnc3n2C(C)C)cc(OC)c1OC
1	11	O=C(NCc1ccccc1)c1cc(N2CCOCC2)nc2ccccc12
2	-16	O=C(NCc1cccc(C(F)(F)F)c1)c1ccnc(Nc2ccccc2)c1
7	9	CCCNc1nc(Cl)nc2c1ncn2CCN1CCCC1=O
13	10	NC(C(=O)N1CCC(C(=O)Nc2ccc3[nH]ncc3c2)CC1)c1ccc(-c2ccccc2)cc1 (stereo unspecified)
-10	-1	Cc1noc(C)c1-c1cccc(C(=O)NCCO)n1
27	0	CC(C)n1cnc2c(NCCOc3ccccc3)nc(Nc3ccc(N4CCOCC4)cc3)nc21
4	-4	NC(=O)c1ccc(-c2cc(C(N)=O)ccn2)cc1
-17	2	c1ccc2c(c1)CC(c1nc3ccc(-c4ccnc5[nH]ccc45)cc3[nH]1)CO2 (stereo unspecified)
.	-7	O=C(NCCc1ccccc1)C(=O)N/N=C/c1ccc(F)cc1
-2	-13	Fc1cc(-c2cn[nH]c2)cc2[nH]c(C3COc4ccccc4O3)nc12 (stereo unspecified)
7	-8	O=C(NCCN1CCOCC1)c1ccnc(N2CCN(Cc3ccc4c(c3)OCO4)CC2)c1
1	-33	O=C(Nc1ccc2[nH]ncc2c1)c1ccccc1Oc1ccccc1
5	14	Nc1nc(Nc2ccncn2)nc2c1ncn2Cc1ccc(C(F)(F)F)cc1
11	9	CCN(CC)C(=O)C1CCCN(c2nc(NC3CC3)c3ncn(C4CCCCC4)c3n2)C1 (stereo unspecified)
8	8	COc1cc(Nc2ccnc(-c3c(C)noc3C)n2)cc(OC)c1OC
7	1	CC(C)N(CCNc1cc(-c2cccc(N)c2)ncn1)C(C)C
4	5	CCCNC(=O)c1cccc(-c2ccc(N3CCOCC3)nc2)c1
34	-7	Nc1nccc(-c2cc(F)c3nc(C4COc5ccc(C(=O)NC6CCC6)cc5C4)[nH]c3c2)n1 (stereo unspecified)

# Whole records from above. Order of screens: ASK1 inh	ULK1 primary
# `Fc1cc(-c2cn[nH]c2)cc2[nH]c(C3COc4ccccc4O3)nc12` (stereo unspecified) is listed as -2	-13
# `COc1cc(Nc2ccnc(-c3c(C)noc3C)n2)cc(OC)c1OC` is listed as 8	8
# `Nc1nccc(-c2cc(F)c3nc(C4COc5ccc(C(=O)NC6CCC6)cc5C4)[nH]c3c2)n1` (stereo unspecified) is listed as 34	-7
# `O=C(Nc1ccc2[nH]ncc2c1)c1ccccc1Oc1ccccc1` is listed as 1	-33
# `CCCNC(=O)c1cccc(-c2ccc(N3CCOCC3)nc2)c1` is listed as 4	5

# Remaining list, next part
ASK1 inh	ULK1 primary	molecule
.	5	Cc1cc2nc3c(=O)[nH]c(=O)nc-3n(CC(O)C(O)C(O)COP(=O)(O)OP(=O)(O)OCC3OC(n4cnc5c(N)ncnc54)C(O)C3O)c2cc1C (stereo unspecified)
-1	5	CCCNc1ncnc2c1nc(Nc1ccccc1)n2C(C)C
20	-146	Cn1cc(-c2ccc(Nc3ncc4ccc(-c5cnn(CCN6CCOCC6)c5)cc4n3)cc2)cn1
-10	5	O=C(Nc1ccc(Oc2ccccc2)cc1)c1ccc(-c2csc3ccccc23)s1
9	-2	Cn1c(Nc2nc(NCCc3ccc(O)cc3)c3ncn(-c4ccccc4)c3n2)nc2ccccc21
-11	6	CC(C)=CCn1c(C2COc3ccccc3O2)nc2ncc(-c3ccncc3)cc21 (stereo unspecified)
-4	-4	CCNc1nccc(NCCCN2CCCC2=O)n1
.	-17	CCCCCCCC(=O)O
-12	-7	Brc1ncn(-c2ccnc(Nc3ccc(N4CCOCC4)cc3)c2)n1
-9	-16	Nc1nc(NCCN2CCOCC2)cc(-c2csc3ccccc23)n1
-9	-5	COc1cc(NC(=O)c2cncc(-c3ccc(C(N)=O)cc3)c2)cc(OC)c1OC
4	-15	NC(=O)c1ccc(-c2ccc(C(=O)NCCOc3ccccc3)s2)cc1
-8	39	N[C@H]1CC[C@@H](C(=O)Nc2ccc3cnccc3c2)C1
-12	-8	CN1CCC[C@H]1COc1cc(-c2cn[nH]c2)ccc1NC(=O)C1COc2ccccc2O1 (stereo partly specified)
-10	-26	COc1ccc(CCNc2nc(-c3ccc(OC)cc3)nc3c2ncn3C(C)C)cc1
2	-5	CCN(CC)c1nc(Nc2cc(OC)c(OC)c(OC)c2)nc(Nc2ccncn2)n1
-10	-8	CC(C)n1c(-c2ccc(C(=O)NC3CC3)cc2)nc2c(NCc3nc4ccccc4[nH]3)ncnc21
-18	-26	Cc1ccc(-c2ncn(-c3ccc(Nc4cc(-c5cnn(C)c5)c(Cl)cn4)cc3)n2)cn1
-1	-7	CCCNc1ccnc(-c2csc3ccccc23)n1
.	-3	C=CCNc1nc(Cl)nc(NC(C)(C)CO)n1
.	-1	c1ccc(CNc2cc(-c3cccnc3)nc(-c3ccccn3)n2)cc1
.	-11	O=C(Nc1ccc2sccc2c1)C1CCCCN1S(=O)(=O)c1cccs1 (stereo unspecified)
.	1	COc1ccc(/C=C(\NC(=O)c2ccccc2)C(=O)N2CCCCC2)cc1OC
-1	0	O=c1[nH]cnc2c1sc1ncccc12
3	-4	COc1ccc(CCNc2nc(Nc3ccncn3)nc3c2ncn3-c2ccccc2)cc1
-3	-3	c1cc(-c2ccnc(Nc3ccc(-n4cnc(N5CCOCC5)n4)cc3)n2)cc(N2CCOCC2)c1
-4	-1	COc1ccc(-c2nc(NCCN(C(C)C)C(C)C)c3ncn(C4CCCCC4)c3n2)cn1
-4	-5	Cc1cccc(-c2cc(NCC3CCCO3)ncn2)c1 (stereo unspecified)
11	-7	COc1cc(Nc2cc(C)nc(Nc3ccc4ncccc4c3)n2)cc(OC)c1OC
25	80*	FC(F)(F)c1cnc(Nc2ccc(N3CCOCC3)cc2)cc1Nc1cc(C2CC2)[nH]n1
-11	5	CC(C)N(CCNc1ncnc2c1nc(Nc1ccc(N3CCOCC3)cc1)n2C(C)C)C(C)C
-2	7	Cc1nn(C)c(C)c1-c1cc(C(=O)NCCO)ccn1
-12	-25	Cc1cccc(NC(=O)c2cccc(-n3cc(NC(=O)Cc4ccccc4C)cn3)c2)c1
-12	-4	CCN(CC)c1nc(NCCN(C(C)C)C(C)C)nc(NCc2ccc3c(c2)OCO3)n1
-18	-3	Cc1nn(C)c(C)c1-c1nc(C(=O)NCCN(C(C)C)C(C)C)cs1
11	-3	C=C(C)C/C=C/C(=C)C[C@@H](C)[C@H]1OC(=O)[C@@H](C)/C=C/C=C/[C@@H](O)[C@H](O)/C=C/CC[C@H]2CC[C@H](O2)[C@H]1O
-23	-2	Nc1ccnc(Nc2ccccc2)n1
.	5	COc1cccc(CCNC(=O)c2cn(C)c3c(=O)n(-c4ccc(Cl)cc4)c(=O)[nH]c23)c1
2	19	CN1CCN(c2ccc(-c3nc(C(=O)Nc4ccccc4)cs3)cc2)CC1
0	-6	c1ccc(CN2CCC(Nc3ccnc(N4CCC(N5CCOCC5)CC4)n3)CC2)cc1
.	-11	C/C(CC(=O)Nc1ccc(Cl)c(C(F)(F)F)c1)=N\NC(=O)c1ccccc1O
6	-22	CC(C)n1cnc2c(NCc3nc4ccccc4[nH]3)nc(Nc3nc4ccccc4n3C)nc21
.	20	CC(=O)Oc1cccc(/C=C(\C#N)C(=O)Nc2ccc([N+](=O)[O-])cc2Br)c1
8	-12	NC(=O)c1[nH]ncc1Nc1nccc(-c2ccccc2)n1
-17	-6	CC(=O)c1cccc(-c2nc(NC3CC3)c3ncn(-c4ccsc4)c3n2)c1
-1	2	O=C1CCCN1CCn1cnc2c(NC3CCN(Cc4ccccc4)CC3)nc(N3CCCC3CO)nc21 (stereo unspecified)
-20	-2	O=C(NCc1cccnc1)C1CCN(c2ccc(Nc3ccncn3)nn2)CC1
